# GALK inh = qHTS Assay for Inhibitors of Human Galactokinase (GALK): NCGC Sytravon Library Screen | recombinant GALK, Kinase-Glo ATP luminescence, 1 h | 44,000 tested, under 10 active | P51570 | Potency, µM (titrated, usually from 57.5 µM), for inactives: at the top dose activity, negative = inhibition, most hits filed as inhibitors;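 note: plate controls were full GALK reaction for no effect and reaction lacking GALK for full effect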
#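 Compounds were pinned into ATP buffer, then GALK-galactose mix was added (final 5 nM enzyme, 35 uM ATP, 100 uM galactose, pH 8.0). After 1 h at room temperature, Kinase-Glo Plus was added and luminescence read.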
# B2AR arrestin ag = qHTS assay of beta-arrestin-biased ligands of beta2-adrenergic receptor: NCGC Sytravon Library Screen; Beta-2 adrenergic receptor (Homo sapiens), P07550; HTLA Tango cells, beta-arrestin recruitment, luciferase luminescence, 18 h; Potency, µM (top dose mostly 46.1 µM), for the others: top-dose activation, usual class: activators; 44,000 tested, under 10 active; AID 1347077, 2019;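 note: potency is the fitted concentration of half-maximal effect; 0% = DMSO and full agonism = EC100 isoproterenol or metaproterenol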
# Target sequence (P07550 whole entry, looked up): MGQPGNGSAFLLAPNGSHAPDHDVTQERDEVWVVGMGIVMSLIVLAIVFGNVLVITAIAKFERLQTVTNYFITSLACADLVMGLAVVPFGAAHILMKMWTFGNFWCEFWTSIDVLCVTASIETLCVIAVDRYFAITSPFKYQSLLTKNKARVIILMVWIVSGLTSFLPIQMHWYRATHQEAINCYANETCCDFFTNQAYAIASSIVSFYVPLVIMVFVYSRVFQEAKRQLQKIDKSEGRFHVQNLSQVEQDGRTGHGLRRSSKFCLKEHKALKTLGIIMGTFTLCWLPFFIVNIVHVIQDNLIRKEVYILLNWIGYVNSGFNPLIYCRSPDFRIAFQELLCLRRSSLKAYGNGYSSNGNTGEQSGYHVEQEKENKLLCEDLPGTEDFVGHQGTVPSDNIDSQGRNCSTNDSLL
#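 Receptor–beta-arrestin recruitment read by tTA-responsive luciferase: compound titrations (up to 46 µM) incubated 18 h with Tango cells, then luminescent substrate 15 min at room temperature. Concentration-response fits classified by r2, efficacy and activity.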
# p53null 32C tox = qHTS Screen for Compounds that Selectively Target Cancer Cells with p53 Mutations: Cytotoxicity of p53 Null Cells at the Permissive Temperature. H1299-neo p53 null cells, ATP luminescence, 24 h, 32C. Potency, µM (series often up to 46.1 µM), for the others: at the top dose activity change, negative = cytotoxicity, usual class: cytotoxic. 0.62% of 55,000 active;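 note: potency is the fitted concentration of half-maximal effect; 0% = DMSO only and -100% = full killing by 100 µM tamoxifen; nearly all actives have a fitted effect of over 55% in size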
#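 Overnight 37C seeding (600 cells/well) of H1299-neo preceded a 24 hr, 32C exposure to compounds up to 46 uM. ATP levels, read by luminescence after 20 min at RT, indicated surviving cells.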
# NTMT1 inhibitor = Primary qHTS for Inhibitors of N-terminal methyltransferase 1 (NTMT1): MTaseGlo Assay | NTMT1 MTase-Glo SAH luminescence, purified enzyme | AID 1645870, 2021 | Potency, µM (series often up to 114 µM), for the others: top-dose activity change, negative = inhibition, hits mostly inhibitors | N-terminal Xaa-Pro-Lys N-methyltransferase 1 (Homo sapiens), Q9BV86 | 2.5% of 59,000 active;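 note: potency is the fitted concentration of half-maximal effect; plate controls were DMSO vehicle for no effect and no enzyme for full effect; nearly all actives have a fitted effect of over 65% in size; many of its hits are not listed in these tables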
# Target sequence (Q9BV86 whole entry, looked up): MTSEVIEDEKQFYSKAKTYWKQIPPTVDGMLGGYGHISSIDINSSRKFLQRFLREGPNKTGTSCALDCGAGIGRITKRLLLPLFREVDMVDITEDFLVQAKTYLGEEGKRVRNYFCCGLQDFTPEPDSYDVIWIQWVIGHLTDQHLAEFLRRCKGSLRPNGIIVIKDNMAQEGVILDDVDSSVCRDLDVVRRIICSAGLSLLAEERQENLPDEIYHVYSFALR
# TSG101-PTAP inh = qHTS Validation Assay for Inhibitors of HIV-1 Budding by Blocking the Interaction of PTAP/TSG101: Sytravon Library Screen. Fluorescence polarization, FITC-PTAP peptide/Tsg101, 20 min. AID 1347069, 2019. Potency, µM (highest dose often 115 µM), for inactives: at the highest dose activity change, negative = inhibition, usual class: inhibitors. 44,000 tested, under 10 active. Tumor susceptibility gene 101 protein (Homo sapiens), Q99816; note: potency is the fitted concentration of half-maximal effect; 0% is about no effect
# Target sequence (Q99816 whole entry, looked up): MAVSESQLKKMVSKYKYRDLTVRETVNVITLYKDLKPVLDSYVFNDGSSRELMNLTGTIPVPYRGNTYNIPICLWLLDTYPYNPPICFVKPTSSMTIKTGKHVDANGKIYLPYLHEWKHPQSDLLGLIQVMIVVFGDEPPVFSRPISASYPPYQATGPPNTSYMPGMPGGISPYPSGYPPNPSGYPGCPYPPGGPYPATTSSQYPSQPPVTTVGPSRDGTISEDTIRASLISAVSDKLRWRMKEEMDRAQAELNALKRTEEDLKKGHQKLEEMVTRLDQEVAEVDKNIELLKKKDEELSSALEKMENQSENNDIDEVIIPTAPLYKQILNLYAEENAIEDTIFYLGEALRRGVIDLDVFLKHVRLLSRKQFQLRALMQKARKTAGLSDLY
#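 Compounds pinned into 10 uM Tsg101 binding domain, then 50 nM FITC-PTAP peptide added in pH 7.5 HEPES buffer; FP read after 20 min, room temperature. Total S+P intensity flags fluorescent compounds; active cut-off <25 µM, efficacy <60%.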
# FH mod = Identification of activators of human fumarate hydratase by quantitative high-throughput screening; Fumarate hydratase, mitochondrial (Homo sapiens), P07954; Potency, µM (highest dose often 79.9 µM), for the others: at the top dose activity change, negative = inhibition, actives largely listed as inhibitors; AID 1347055, 2019; 0.22% of 54,000 active; FH coupled MDH/diaphorase resazurin fluorescence, 15 min; note: potency is the fitted concentration of half-maximal effect; % is set by controls: 0 for no effect and ±100 for the full control effect; the screen sought activators but most active calls are inhibition curves; nearly all actives have a fitted effect of over 45% in size
# p53null 39C kill = qHTS Screen for Compounds that Selectively Target Cancer Cells with p53 Mutations: Cytotoxicity of p53 Null Cells at the Nonpermissive Temperature | H1299 p53-null (neo) cells, 39C, ATPlite viability, 24 h | Potency, µM (series often up to 46.1 µM), for the others: at the highest dose activity, negative = cell killing, hits mostly cytotoxic | 0.97% of 55,000 active | AID 904, 2007;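 note: potency is the fitted concentration of half-maximal effect; 0% = DMSO only and -100% = full killing by 100 µM tamoxifen; nearly all actives have a fitted effect of over 50% in size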
#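 Concentration-response (up to 46 uM) was run for 24 h at the nonpermissive 39C on H1299-p53A138V or H1299-neo cells. ATP content was measured with ATPlite luminescence. AC50 values were Hill-modeled after normalizing between DMSO and 100 uM tamoxifen killing.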
# An asterisk follows results filed as active; ? = inconclusive; [ ] = dose if it differs, or a comment. Calls come from the whole dose curve; as a rule, active = well fitted curve in the direction sought with a large enough effect; inconclusive = small, poorly fitted or top-dose-only effect, or another doubt; inactive = no such curve, though single readings can be large; an effect the other way counts as inactive or inconclusive.
smiles,GALK inh,B2AR arrestin ag,p53null 32C tox,NTMT1 inhibitor,TSG101-PTAP inh,FH mod,p53null 39C kill
CCSc1nnc2c(n1)OC(c1ccc(OCC(=O)O)cc1)Nc1ccccc1-2 (stereo not drawn),-1%,6%,-12%,0%,1%,-23%,-6%
COc1cc(NC(=O)c2cc(-c3cccc(OC)c3)n[nH]2)cc(OC)c1,-2%,-1%,-8%,-16%,1%,?,?
CCN(CCCNC(=O)c1cc2cc3cc(OC)ccc3nc2s1)c1ccccc1,3%,0%,15%,0%,2%,-25%,-5%
COc1ccc(Br)c(C(=O)Nc2cc3c(cc2N2CCCCC2)n(C)c(=O)c(=O)n3C)c1,-8%,0%,0%,-13%,-7%,-9%,-5%
Cc1ccc(-c2cc(C(=O)NCc3cnn(C)c3C)c3ccccc3n2)cc1C,4%,1%,?,-21%,-2%,-7%,0.79µM*
Cc1ccc(C(=O)c2cn(Cc3cc(C)ccc3C)c3nc(C)ccc3c2=O)cc1,2%,5%,42%[activator],-3%,10%,-12%,55%[activator]
Cc1cccc(C(C)C)c1NC(=O)C1CCCN1S(=O)(=O)c1cccc2nsnc12 (stereo not drawn),-2%,1%,9%,7%,-3%,-10%,-4%
COc1ccccc1NC(=O)c1ccc2oc(=O)c(S(=O)(=O)c3ccccc3)cc2c1,6%,1%,-1%,-2%,1%,-23%,2%
Cc1cccc(Cn2c(CN3CCC(C(=O)NCc4cccnc4)CC3)cc3ccccc32)c1,-1%,-2%,5%,-6%,-2%,-23%,-11%
Fc1ccc(Cc2cn3cc(-c4ccc(Cl)cc4)nc3s2)cc1,?,1%,-28%,11%,-2%,-1%,?
CCOc1ccc(NC(=O)CSc2ccc(-c3sc(-c4ccccc4)nc3C)nn2)cc1,-8%,1%,-14%,?,6%,-20%,-7%
Cc1nc2ccccc2c(=O)n1-c1ccc(NC(=O)c2ccccc2[N+](=O)[O-])cc1,2%,-4%,2%,14%,-1%,1%,26%
CCCN(CCC)CCCNC(=O)c1nn(C)c2c1CS(=O)(=O)c1ccccc1-2,0%,0%,-2%,-1%,0%,5%,8%
CCOc1ccccc1N(CC)C(=O)c1noc2c1COc1ccc(C)cc1-2,0%,0%,-3%,?,6%,-9%,48%[activator]
Cc1ccc(-n2nc(CO)c(C(=O)NC(C)c3ccccc3)n2)cc1C (stereo not drawn),2%,-1%,3%,16%,-3%,5%,-15%
O=C(CCn1c(=O)c2ccccc2n(CC(=O)Nc2ccc(F)cc2)c1=O)NCCc1ccccc1,3%,1%,8%,8%,2%,-1%,0%
CCN(CCCNC(=O)c1ccc(Sc2ccc(Cl)cc2)c(NC(C)=O)c1)c1ccccc1,-2%,0%,20%,-4%,-7%,-38%,22%
COc1ccc(Nc2cc(C)c3cc(NC(=O)Cc4ccc(Cl)cc4)ccc3n2)cc1,0%,1%,-12%,-3%,0%,-13%,-4%
Cc1ccc(C)c(Cn2c(SCC(=O)N(C)Cc3ccccc3)nc3ccccc32)c1,-2%,0%,17%,12%,-5%,?,14%
CN(CC(=O)Nc1cccc(C#N)c1)S(=O)(=O)c1cc2c(cc1Cl)NC(=O)CO2,1%,-2%,-3%,-20%,-3%,3%,16%
CCN(CC)CCCNC(=O)CCCn1ncn2c(cc3occc32)c1=O,7%,-1%,?,-10%,-3%,-1%,-16%
CSc1ccc(CCNC(=O)CN2C(=O)COc3ccc(S(=O)(=O)N4CCCC4)cc32)cc1,0%,1%,7%,-14%,2%,-10%,-9%
O=C1COc2cc(S(=O)(=O)CCC(=O)NC3CCCCC3)c(Cl)cc2N1,-1%,1%,0%,-13%,0%,-1%,29%
COc1ccc(CNC(=O)C2CCN(S(=O)(=O)c3ccc4c(ccn4C)c3)CC2)cc1,8%,1%,4%,-18%,-5%,-5%,-3%
COCCCNC(=O)c1ccc(NC(=O)N2CCCCc3ccccc32)cc1,2%,-1%,-21%,?,2%,3%,9%

# An excerpt from above in order of SMILES length, low to high:
smiles,GALK inh,B2AR arrestin ag,p53null 32C tox,NTMT1 inhibitor,TSG101-PTAP inh,FH mod,p53null 39C kill
CCSc1nnc2c(n1)OC(c1ccc(OCC(=O)O)cc1)Nc1ccccc1-2 (stereo not drawn),-1%,6%,-12%,0%,1%,-23%,-6%
Cc1ccc(C)c(Cn2c(SCC(=O)N(C)Cc3ccccc3)nc3ccccc32)c1,-2%,0%,17%,12%,-5%,?,14%
COc1ccc(CNC(=O)C2CCN(S(=O)(=O)c3ccc4c(ccn4C)c3)CC2)cc1,8%,1%,4%,-18%,-5%,-5%,-3%

# The results go on:
smiles,GALK inh,B2AR arrestin ag,p53null 32C tox,NTMT1 inhibitor,TSG101-PTAP inh,FH mod,p53null 39C kill
CC(C)OCCCn1c(SCc2ccccc2Cl)nc2c(sc3ccccc32)c1=O,-2%,0%,-8%,3%,0%,-14%,11%
COc1ccc(CNS(=O)(=O)c2cc3c4c(c2)CCN4C(=O)CC3)cc1,-1%,-1%,-9%,9%,-1%,-15%,14%
CN(C)c1ccc(-c2noc(C3CC(=O)N(c4ccc5c(c4)OCCO5)C3)n2)cc1 (stereo not drawn),-2%,0%,-1%,-5%,0%,-21%,-7%
Cc1cc(C)c(S(=O)(=O)NCCc2sc3nc(-c4ccc(F)cc4)nn3c2C)c(C)c1,-7%,-3%,21%,-11%,-4%,?,?
Cn1ncc2c(NCc3cccc(Cl)c3)ncnc21,-1%,-1%,5%,-17%,-6%,-31%,24%
CCN1CCN(c2ncc3c(n2)CCN(Cc2ccc(Br)s2)C3)CC1,-2%,1%,7%,-21%,7%,12%,-6%
CCOCCCn1c(SCC(=O)Nc2ccc(OC)cc2OC)nc2ccccc2c1=O,1%,-1%,-8%,-5%,-3%,-4%,19%
Cc1ccc(NC(=O)Nc2nnc(N(C)Cc3ccccc3)s2)cc1,2%,-2%,1%,8%,-3%,-5%,-11%
CCCOc1ccc(CNC(=O)c2oc3ccc4c(c3c2C)C(=O)CC(C)(CC)O4)cc1 (stereo not drawn),-2%,-2%,2%,5%,0%,-22%,6%
CCOc1ccc(NC(=O)CC2C(=O)N(c3ccc(C)cc3)C(=O)N2Cc2ccc(OC)cc2)cc1 (stereo not drawn),-1%,-1%,7%,0%,-3%,-12%,12%
Cc1cn(C)c(CC(=O)NCc2ccc(F)cc2)c1C(=O)O,-3%,9%,6%,0%,-1%,5%,11%
Cc1nn(C(=O)c2cccc(F)c2)c(C)c1S(=O)(=O)N1CCCCCC1,-4%,1%,-1%,-15%,-6%,-7%,-1%
O=S(=O)(NCC(c1ccco1)S(=O)(=O)c1cccs1)c1ccccc1 (stereo not drawn),-1%,-4%,4%,4%,-7%,-3%,34%[activator]
Cc1ccc2cccc(NC(=O)c3ccc(-c4cc(Cl)ccc4Cl)o3)c2n1,0%,1%,-20%,40%[activator],-4%,-3%,7%
Cc1ccc(-c2cnc(C3CC3)o2)cc1S(=O)(=O)Nc1cccc(C#N)c1,-3%,0%,-15%,5%,-5%,-8%,4%
COc1ccc(-n2c(=O)c3c4c(sc3n(Cc3ccc(F)cc3)c2=O)CN(C(C)=O)CC4)c(OC)c1,1%,1%,16%,-10%,-1%,-13%,-2%
CCCOc1ccc(C2c3c(-c4ccccc4O)n[nH]c3C(=O)N2Cc2ccncc2)cc1OCC (stereo not drawn),-4%,0%,-5%,6%,1%,-11%,-22%
COc1ccc(NC(=O)CSc2c3c(nc4ccccc24)CCC3)cc1Cl,8%,1%,-4%,7%,-1%,2%,-19%
Cc1cc(C)cc(NC(=O)Cn2nnc(C(=O)NCc3ccccc3Cl)c2N)c1,1%,-2%,-7%,7%,1%,0%,?
CCOC(=O)c1[nH]c2ccccc2c1NC(=O)c1cc(OC)cc(OC)c1,6%,1%,2%,-8%,1%,-6%,-6%
Cc1ccc(CN2C(=O)CC(c3ccc(Cl)cc3)c3c(C)nn(-c4nc(C)cc(C)n4)c32)cc1 (stereo not drawn),0%,-5%,14%,-1%,0%,-15%,-3%
CCOC(=O)c1ccc(CN(Cc2ccccc2)S(=O)(=O)c2ccc(Cl)cc2)cc1,-3%,-1%,-11%,3%,0%,-17%,14%
Cc1cc(C)cc(C(=O)NCCc2sc(-c3ccc(F)cc3)nc2C)c1,0%,-1%,-2%,14%,1%,-9%,11%
O=S(=O)(NCC(c1ccco1)S(=O)(=O)c1ccccc1)c1cc(F)ccc1F (stereo not drawn),-9%,-3%,9%,-5%,-1%,-10%,-15%
COc1ccc(CNC(=O)c2ccc3c(c2)N(Cc2cccc(Cl)c2)C(=O)c2ccccc2S3)c(OC)c1,-5%,1%,7%,-30%,-6%,-7%,12%
Cc1cc(NC(=O)CN2C(=O)CSc3ccc(S(=O)(=O)N(C)C)cc32)ccc1Br,2%,0%,4%,4%,3%,-23%,-23%
CCc1ccc(NC(=O)Cn2cnc3nc4c(cc3c2=O)CCCC4)cc1,3%,0%,-7%,-5%,0%,-18%,16%
CN1CCN(c2ncc3c(n2)CCN(Cc2ccccc2Cl)C3)CC1,0%,1%,2%,-2%,-2%,10%,-2%
COc1ccc(CNC(=O)CN(c2ccccc2)S(=O)(=O)N(C)C)cc1,1%,-1%,-1%,13%,1%,-15%,-19%
CC(=O)N1c2c(cc(Br)cc2S(=O)(=O)NCc2ccccc2Cl)CC1C (stereo not drawn),-6%,0%,-1%,-2%,-7%,-13%,-13%
O=C(CSC1=Nc2ccccc2C2=NC(CCC(=O)NC3CCCCC3)C(=O)N12)Nc1cccc(Cl)c1 (stereo not drawn),4%,1%,8%,28%,3%,?,-28%
COc1ccc(CCNC(=O)Cn2cc(S(=O)(=O)Cc3ccccc3Cl)c3ccccc32)cc1OC,7%,1%,-7%,-5%,0%,-17%,-13%
CCOC(=O)N1CCc2c(sc(NCc3ccc(N(C)C)cc3)c2C(=O)Nc2ccc(OC)cc2)C1,2%,-1%,-6%,?,3%,?,18%
Cc1ccc(C(c2sc3nc(-c4ccco4)nn3c2O)N2CCN(c3ccc(F)cc3)CC2)cc1 (stereo not drawn),-1%,-3%,30%,24%,-3%,-10%,-2%
CCCN1Cc2cccc(C(=O)Nc3ccc(C(C)=O)cc3)c2C1=O,-2%,-2%,5%,-1%,-6%,5%,-9%

# A portion of the library; rates above refer to the full screens.
